IDH1 R132H inh = blocks human mutant IDH1 R132H enzyme; O75874; IDH1-R132H enzyme, NADPH consumption, diaphorase/resazurin fluorescence; Potency, µM (top dose mostly 76.6 µM), for the others: at the top dose activity change, negative = inhibition, most hits filed as inhibitors; 390,000 tested, 0.093% active; further: potency means the concentration at half of the fitted maximal effect; on the % scale 0 is the no-effect control and ±100 the full control effect; nearly all actives have a fitted effect of over 65% in size
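IDH1-R132H (0.5 ug/mL dispensed) in pH 7.5 Tris buffer was preincubated 30 min with compound, then given a substrate mix of 0.016 mM NADPH and 2 mM alpha-KG for 80 min at room temperature; remaining NADPH was read by diaphorase/resazurin fluorescence.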
PI4K2A block = PI4K2A (human) kinase inhibition | Q9BTU6 | purified PI4K2A, ADP-Glo luminescence, 1 h; hits give low values | activity change, negative = inhibition, % at 76.9 µM | 420,000 tested, 0.13% active; in the data active means activity change below about -50%; inconclusive means mostly about -30% to -49%;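 further: -100% = wells without enzyme as full effect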
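ADP-Glo luminescence measured ADP generated by PI4K2A enzyme (4 ug/mL before mixing) with 1.2 mM PI substrate (pre-mix) and 300 microM ATP (pre-mix). Tris pH7.5 buffer with MgCl2, Triton X-100; 1 h reaction at ambient temperature.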
Vif-APOBEC3F blk = inhibitors of Vif-A3F interaction; Potency, µM (doses to about 46.1 µM), for inactives: at the top dose activity, negative = active; 390,000 tested, 0.2% active; HeLa A3F-eYFP + Vif (tagged APOBEC3F with the HIV-1 protein that degrades it), YFP fluorescence increase; further: potency means the concentration at half of the fitted maximal effect; % of control where 0% means no effect; nearly all actives have a fitted effect of over 65% in size
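HeLa cells stably expressing A3F-eYFP plus Vif, plated and incubated overnight at 37 deg C, then exposed to compounds overnight at 37 deg C. Blocked degradation read as raised yellow fluorescence (Ex 488/Em 500-530).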
LDHA inh = blocks human lactate dehydrogenase A. P00338. purified LDHA, NADH/diaphorase-resazurin fluorescence; hits give low values. activity change, % (values are at about 110 or 230 µM). 480,000 tested, 0.15% active; in the data active means activity change below about -30%; inconclusive means mostly about -25% to -30%;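 further: plate controls were DMSO wells for no effect and wells without enzyme for full effect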
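Enzyme activity of human lactate dehydrogenase 5 (2 nM; 0.06 mM NADH, 0.2 mM pyruvate, 5 min, RT) is measured via a resazurin/diaphorase fluorescence readout of residual NADH.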
GRP78 ERSR act = induces the endoplasmic reticulum stress response in human glioma cells | Potency, µM, for the others: at the highest dose activation, actives largely listed as activators | U87-MG GRP78 promoter luciferase reporter, 16 h | 420,000 tested, 0.02% active; further: potency means the concentration at half of the fitted maximal effect; series mostly up to about 76 µM; % of control where 0% means no effect; nearly all actives have a fitted effect of over 35% in size
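Stably transfected U87-MG human glioma cells carrying a GRP78-based luminescent sensor were seeded at 1000 cells/well, pin-dosed with compounds and incubated 16 h. Luciferase reagent was then added, and end-point luminescence was read after 10 min at room temperature.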
Vif-APOBEC3G blk = blocks the Vif interaction with human APOBEC3G | HeLa A3G-eYFP + Vif (tagged APOBEC3G with the HIV-1 protein that degrades it), YFP fluorescence, overnight | AID 602310 | Q9HC16 | Potency, µM (highest dose often 46.1 µM), without a hit: at the top dose activity, negative = active, actives largely listed as inhibitors | 410,000 tested, 0.076% active;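 further: potency means the concentration at half of the fitted maximal effect; on the % scale 0 is the no-effect control and ±100 the full control effect; nearly all actives have a fitted effect of over 60% in size; hits raise eYFP signal because A3G escapes Vif-driven loss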
Target sequence (Q9HC16 whole entry, looked up): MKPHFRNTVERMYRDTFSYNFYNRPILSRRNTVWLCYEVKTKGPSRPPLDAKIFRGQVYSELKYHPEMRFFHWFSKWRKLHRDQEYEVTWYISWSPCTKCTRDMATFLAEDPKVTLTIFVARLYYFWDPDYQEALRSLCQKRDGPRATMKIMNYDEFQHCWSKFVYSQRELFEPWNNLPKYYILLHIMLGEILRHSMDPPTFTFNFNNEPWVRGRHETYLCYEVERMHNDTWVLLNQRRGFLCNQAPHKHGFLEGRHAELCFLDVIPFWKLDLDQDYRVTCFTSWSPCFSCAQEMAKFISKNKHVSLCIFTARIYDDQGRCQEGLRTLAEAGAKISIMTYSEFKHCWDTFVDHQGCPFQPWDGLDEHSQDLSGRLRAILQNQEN
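HeLa cells stably expressing Vif and C-terminally eYFP-tagged A3G, seeded overnight at 37 deg C, then exposed to compound by pintool overnight at 37 deg C. Rise in yellow fluorescence (Ex 488/Em 500-530, Acumen) marks blocked Vif-driven A3G degradation.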
USP1 inh = blocks the human USP1/UAF1 deubiquitinase complex; 390,000 tested, 0.23% active; AID 743255; Potency, µM (series often up to 57.1 µM), for the others: at the highest dose activity change, negative = inhibition, usual class: inhibitors; O94782; recombinant USP1/UAF1, Ub-Rhodamine cleavage fluorescence; further: potency means the concentration at half of the fitted maximal effect; on the % scale 0 is the no-effect control and ±100 the full control effect; nearly all actives have a fitted effect of over 60% in size; inactives centre near -12
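Step one: compound is pinned into 1nM USP1/UAF1 in HEPES pH 7.8 buffer with TCEP. Step two: 15 min room-temperature incubation. Step three: Ub-Rho (150nM final) starts cleavage, tracked by fluorescence over six one-minute reads.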
RXFP1 ag = RXFP1 (human) receptor agonism; Q9HBX9; HEK293T-RXFP1 cAMP TR-FRET, 30 min; response scale: percent of porcine relaxin response, buffer zero; Potency, µM (highest dose often 57.5 µM), for inactives: at the top dose activation, hits mostly activators; 370,000 tested, 0.3% active; further: potency means the concentration at half of the fitted maximal effect; on the % scale 0 is the no-effect control and ±100 the full control effect; nearly all actives have a fitted effect of over 60% in size; many of its hits are not listed in these tables
Target sequence (Q9HBX9 whole entry, looked up): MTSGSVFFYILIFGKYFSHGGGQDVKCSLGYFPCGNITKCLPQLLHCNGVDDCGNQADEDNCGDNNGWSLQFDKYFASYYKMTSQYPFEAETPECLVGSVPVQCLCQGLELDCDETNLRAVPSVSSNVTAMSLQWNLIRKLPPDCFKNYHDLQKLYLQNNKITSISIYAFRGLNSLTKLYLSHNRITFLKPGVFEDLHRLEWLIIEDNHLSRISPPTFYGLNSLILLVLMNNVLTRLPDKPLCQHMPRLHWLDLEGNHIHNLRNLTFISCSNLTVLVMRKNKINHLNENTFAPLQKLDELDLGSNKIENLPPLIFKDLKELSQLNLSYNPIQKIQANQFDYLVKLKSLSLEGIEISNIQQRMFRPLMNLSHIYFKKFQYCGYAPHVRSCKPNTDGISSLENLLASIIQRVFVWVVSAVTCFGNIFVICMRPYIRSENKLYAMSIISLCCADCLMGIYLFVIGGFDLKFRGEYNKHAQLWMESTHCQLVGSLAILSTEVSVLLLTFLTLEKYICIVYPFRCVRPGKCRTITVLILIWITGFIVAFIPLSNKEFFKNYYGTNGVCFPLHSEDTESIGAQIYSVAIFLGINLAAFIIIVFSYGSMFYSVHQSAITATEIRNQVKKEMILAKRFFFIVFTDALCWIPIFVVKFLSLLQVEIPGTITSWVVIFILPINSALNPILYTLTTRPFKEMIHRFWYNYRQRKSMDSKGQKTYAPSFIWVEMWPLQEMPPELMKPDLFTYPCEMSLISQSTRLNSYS
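HEK293 cells stably expressing RXFP1, treated 30 min at 37C with compounds plus PDE4 inhibitor Ro 20174; cAMP measured by HTRF TR-FRET. Normalized to buffer and 29 nM porcine relaxin; EC50 by Hill fit.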
TrxR1 substrate = substrates of rat thioredoxin reductase 1 | O89049 | purified TrxR1 substrate turnover, NADPH consumption readout | Potency, µM (top dose mostly 114 µM), for inactives: at the top dose activity change, negative = substrate turnover | 390,000 tested, 0.01% active; further: potency means the concentration at half of the fitted maximal effect; on the % scale 0 is the no-effect control and ±100 the full control effect; nearly all actives have a fitted effect of over 50% in size
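Rat TrxR1, dispensed at 90 nM, was prereduced with 400 uM NADPH (final) for 5 min at ~22 deg C, then incubated with compound 15 min before 400 uM selenite. A first-read NADPH fluorescence drop versus no-compound background flagged substrates.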
* hit, by the source's call; ? = inconclusive; . = no result given; [ ] = dose if it differs, or a comment. Unless noted, the call rests on the fitted dose curve; in most records, active means well fitted curve in the direction sought with a large enough effect; inconclusive means small, poorly fitted or top-dose-only effect, or another doubt; inactive means no such curve, though single readings can be large; an effect the other way counts as inactive or inconclusive.

SMILES	IDH1 R132H inh	PI4K2A block	Vif-APOBEC3F blk	LDHA inh	GRP78 ERSR act	Vif-APOBEC3G blk	USP1 inh	RXFP1 ag	TrxR1 substrate
Cc1ccc(-c2nnc(Nc3ccc(Br)cc3)c3ccccc23)cc1S(=O)(=O)NCC1CCCO1 (centres undefined)	-26%	6	3%	-15	4%	-9%	?	7.4%	7%
CN(C)c1ccc(/C=C/C(=O)c2ccc(O)cc2)cc1	5%	-1	7.9µM*	-3	6%	?	25µM*	.	-16%
O=S(=O)(Cc1ccccc1)Nc1ccccc1	-1%	2	0%	-1	-1%	-4%	-16%	-0.7%	4%
CCn1c(=O)c2c(nc(SCc3ccccn3)n2C)n(C)c1=O	7%	1	2%	-7	-3%	-8%	-6%	2.5%	-1%
CCN(CC(=O)NCc1ccc(Cl)cc1)C(=O)/C=C/c1ccccc1	6%	3	?	-4	-2%	1%	-4%	-2.9%	-5%
COc1ccccc1NC(=O)Nc1ccccc1Br	7%	5	-11%	0	-1%	-6%	-24%	-1.7%	-16%
O=C(NC1CCCCC1)C1CCN(S(=O)(=O)c2cccs2)CC1	0%	2	-22%	-1	-3%	0%	-11%	-0.2%	-2%
Cc1ccc(OCC(=O)Nc2nc(-c3ccccn3)cs2)c(C)c1	0%	0	-2%	1	0%	-5%	-25%	-1.9%	-5%
O=C(O)c1cc(-c2ccc(Cl)cc2)n(-c2cccc(Cl)c2)n1	4%	-4	0%	-17	-5%	-5%	-22%	-2.3%	-3%
CCCCOc1ccc(CSC(=N)N)cc1Cl	-1%	-4	5%	-10	-10%	0%	-3%	1.6%	0%[57.1 µM]
CCNc1nc(C#N)nc(Nc2ccccc2)n1	.	.	.	-7	-4%	-11%	.	.	-10%
CCCCc1ccc(Nc2nc(N3CCOCC3)nc(N3CCOCC3)n2)cc1	-5%	1	-7%	0	-5%	-8%	?	-2.2%	-1%
CN1C(=O)C(C)(C)c2cc(S(=O)(=O)NCC(=O)NCc3ccccc3)ccc21	-7%	4	-6%	-8	-4%	1%	-10%	2.0%	3%[57.1 µM]
CC(=O)c1cccc(NC(=O)Cn2c(SCC(=O)Nc3ccc(F)cc3)nc3ccccc32)c1	18%	-3	-7%	-9	-4%	-6%	-12%	6.3%	0%[57.1 µM]
COc1ccc(CCNC(=O)CCc2c(C)c3ccc(O)c(C)c3oc2=O)cc1	0%	-4	-2%	2	-4%	5%	?	10%	77%[activator]

Ordered by value in Vif-APOBEC3F blk (smallest number first): three from the list above
compound	IDH1 R132H inh	PI4K2A block	Vif-APOBEC3F blk	LDHA inh	USP1 inh	TrxR1 substrate
CCCCc1ccc(Nc2nc(N3CCOCC3)nc(N3CCOCC3)n2)cc1	-5%	1	-7%	0	?	-1%
Cc1ccc(OCC(=O)Nc2nc(-c3ccccn3)cs2)c(C)c1	0%	0	-2%	1	-25%	-5%
O=C(O)c1cc(-c2ccc(Cl)cc2)n(-c2cccc(Cl)c2)n1	4%	-4	0%	-17	-22%	-3%

Going on with the list:
SMILES	IDH1 R132H inh	PI4K2A block	Vif-APOBEC3F blk	LDHA inh	GRP78 ERSR act	Vif-APOBEC3G blk	USP1 inh	RXFP1 ag	TrxR1 substrate
Cc1noc(C)c1C(=O)Nc1ccccc1N1CCOCC1	0%	4	2%	-2	-7%	0%	-16%	1.4%	-4%
O=C(CCNC(=O)c1ccccc1Cl)NCc1ccco1	-2%	-4	1%	0	-4%	2%	-18%	0.1%	3%
CCOC(=O)c1[nH]c(C(=O)O)c(CCN(CC)CC)c1C	5%	1	5%	-10	-4%	0%	-7%	8.7%	11%
CC1CCN(C(=O)CCNS(=O)(=O)c2ccccc2)CC1	-2%	4	-1%	-11	4%	0%	4%	1.1%	-5%
Cc1ccc(C)n1-c1ccc(-c2ccnc(N)n2)cc1	0%	-6	8%	-9	-2%	-12%	-20%	1.0%	20%[57.1 µM]
O=C(Cc1coc2cc(O)ccc12)NNC(=O)c1ccc(Br)s1	5%	1	-17%	-4	-6%	-9%	-7%	.	-13%
COc1ccccc1C(=O)N/N=C(\C)CC(=O)Nc1ccccc1NC(C)=O	3%	-5	0%	1	-3%	0%	-17%	-2.7%	11%
CN(C)CCCN(C(=O)COc1ccc(Cl)cc1)c1nc2cc3c(cc2s1)OCO3	-7%	-3	6%	0	-14%	-14%	-6%	3.2%	-5%
COc1ccc(C2C(=O)N(C3CCC(C)CC3)CC(=O)N2CCC2=CCCCC2)cc1OC (centres undefined)	-15%	-5	-8%	4	-4%	-9%	?	4.0%	0%[57.1 µM]
CCOc1cccc(/C=N/NC(=O)c2cc(C3CC3)[nH]n2)c1O	12%	0	-5%	0	2%	-10%	-12%	-1.9%	-6%
c1nnnn1C12CC3CC(CC(C3)C1)C2	5%	6	-12%	1	3%	1%	-11%	-0.3%	0%
CCOC(=O)C1(Cc2ccccc2C)CCCN(S(C)(=O)=O)C1 (centres undefined)	-3%	1	-13%	1	-3%	7%	-7%	1.5%	-11%
CCc1nccn1-c1cc(C(C)(C)C)nc2c(-c3ccc(Cl)cc3)cnn12	-4%	4	1%	-7	7%	-2%	-6%	2.1%	0%
CN(C)c1ccc(Nc2ncnc3sc4c(c23)CCCC4)cc1	14%	-9	8%	3	-7%	-2%	-34%	4.0%	3%[57.1 µM]
COC(=O)c1sc(NC(=O)C2c3ccccc3Oc3ccccc32)c(C(=O)OC)c1C	6%	-2	-5%	-7	-3%	2%	-14%	-0.8%	10%
CNC(=S)N1CCc2cc(OC)c(OC)cc2C1COc1ccc(F)cc1 (centres undefined)	-3%	2	19%	-4	5%	-6%	-19%	2.2%	-4%
N#CC1CC(c2ccccc2)Nc2cc(Cl)ccc2N1 (centres undefined)	-4%	-1	-23%	-4	5%	?	-27%	-2.2%	5%[57.1 µM]
COc1ccc(NC(=O)COC(=O)CCNC(=O)c2ccco2)cc1Cl	7%	10	-2%	-3	-4%	0%	-21%	.	4%
COCCNC(=O)c1ccc(CS(=O)(=O)c2ccc(OC)cc2)o1	-14%	-4	-13%	-8	-4%	2%	-9%	0.4%	9%[57.1 µM]
O=C(N/N=C/c1ccc[nH]1)c1cccc(Br)c1	12%	-2	-16%	-6	10%	0%	-25%	0.3%	-6%
Cc1nn(C)c(C)c1CN(C)S(=O)(=O)c1ccc(F)cc1	8%	-2	0%	-4	-2%	3%	-4%	0.2%	-12%
CCC1=Nc2cc(C(=O)NC3CCCC3)ccc2Sc2ccc(Cl)cc21	-16%	-1	-5%	-5	-6%	?	-29%	3.8%	-6%
CN(C)S(=O)(=O)c1ccc(C(=O)OCc2ccc(C#N)cc2)cc1	4%	-21	-4%	0	-2%	0%	-20%	0.2%	-8%
CN1CCN(C(=O)c2ccc3c(c2)NC(=O)C(N2CCOCC2)S3)CC1 (centres undefined)	3%	-7	.	-2	-5%	-1%	-15%	-7.3%	-3%
COc1ccc(N=Nc2c(C)n[nH]c2C)cc1	5%	-4	0%	-7	9%	1%	-1%	2.5%	0%[57.1 µM]
CN1C(=O)C(O)(C2COC(C)(C)CC2=O)c2cc(Br)ccc21 (centres undefined)	10%	3	-8%	4	2%	?	4%	2.3%	13%[57.1 µM]
CC(C)CN1CCC(Oc2cccc(C(=O)NCCc3ccccc3)c2)CC1	6%	-2	10%	-4	-1%	-1%	-18%	0.8%	-4%
CS(=O)(=O)N(Cc1nnc(-c2cccs2)o1)c1ccc(Cl)cc1F	6%	3	2%	-3	0%	0%	-4%	0.7%	-4%
CC(C)C[C@H](NC(=O)OC(C)(C)C)c1n[nH]c(=S)n1N	0%	1	3%	-9	-8%	2%	-3%	0.7%	4%
c1ccc(NCc2cccnc2)cc1	5%	17	-16%	2	0%	-1%	-3%	0.4%	-6%
Fc1ccc(N2CCN(Cc3cnc(Oc4ccc(Br)cc4)s3)CC2)cc1	3%	-2	-5%	-9	-4%	0%	-4%	0.4%	15%[57.1 µM]
CCOC(=O)c1c(C)[nH]c(C)c1C(=O)COC(=O)c1cccnc1SC	-10%	-1	3%	-2	-1%	-5%	-17%	0.5%	-9%
O=C(NCC(F)(F)F)Nc1ccccn1	0%	-1	-5%	2	-4%	-9%	2%	0.0%	11%
Cc1ccc(S(=O)(=O)NCc2ccc3c(c2)cc(C)n3C)cc1	-2%	-1	-12%	-9	1%	-4%	-11%	1.9%	4%[57.1 µM]
Cc1ccc2[nH]c(CSc3nnc(NC(=O)COc4ccc(F)cc4)s3)cc(=O)c2c1	-20%	5	-6%	-7	-4%	-1%	-18%	-0.2%	-1%[57.1 µM]
CCc1ccc(S(=O)(=O)Nc2cccc(C3OCCCO3)c2)cc1	2%	-1	4%	-11	-3%	0%	-26%	-0.2%	0%[57.1 µM]
CCCCn1c(N)c(N(CC)C(=O)CCc2ccccc2)c(=O)[nH]c1=O	0%	1	-7%	-12	-3%	0%	0%	0.6%	10%[57.1 µM]
Cc1c(C(=O)Oc2cc(N)n(S(C)(=O)=O)n2)cccc1[N+](=O)[O-]	-2%	27	-10%	-14	3%	-1%	-24%	0.2%	5%
CNC(=O)C1CCC(Cn2c(=O)c3sccc3n(CC(=O)NCc3ccc(F)cc3)c2=O)CC1 (centres undefined)	-8%	1	-2%	-12	1%	0%	-8%	4.2%	14%[57.1 µM]
COc1cccc(N/C=C/C(=O)c2ccc(Br)cc2)c1	-1%	-12	-8%	-1	-7%	-5%	?	.	0%

This is a subset (hit frequency here may not be typical).
